# LYP inhibition = inhibition of human PTPN22 tyrosine phosphatase – biochemical, DiFMUP fluorescence, recombinant catalytic domain, 10 µM, primary screen (AID 606). recombinant LYP catalytic domain, DiFMUP fluorescence; higher % means a stronger effect. one-dose inhibition, % at 10 µM; IC50 in µM for titrated hits. 52,000 tested, under 10 active;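 active means IC50 under 40 µM in the dose-response test; inactive means IC50 of 40 µM or more, or never dose-tested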
# Spn MK inh = S. pneumoniae mevalonate kinase inhibition. purified MK, PK/LDH-coupled NADH absorbance 340 nm. inhibition, % at 10 µM. 0.48% of 65,000 active. AID 555;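 active means ranked among the strongest by inhibition in the single 10 µM screen, a fixed top-ranked set picked for dose follow-up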; further: no value below 0 was filed
# Bfl-1 inhibitors = displacement of Bid BH3 peptide from Bfl-1 – biochemical, fluorescence polarization, FITC-Bid, mouse, primary screen (AID 432); 0.02% of 64,000 active; displacement, % at 20 µM, or IC50 in µM where a hit was titrated; FITC-Bid BH3 peptide fluorescence polarization displacement; higher % means a stronger effect; in the data active means a potency from the dose series; inactive means the rest, 99 in 100 with displacement below about 15%; further: strong numbers were not always called active
# HPDE-C7 cytotoxicity = cytotoxicity in HPDE-C7 cells, cell-based, fluorescence, HTS (AID 430). HPDE-C7 pancreatic duct cells viability, fluorescence; higher % means a stronger effect. cytotoxicity, % at 10 µM, or EC50 in µM where a hit was titrated. 1.8% of 63,000 active;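 further: cells exposed to compound for 48 hours before viability readout; 0% = vehicle and 100% = reference cytotoxic drug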
# TNAP inhibition = human TNAP enzyme inhibitors, biochemical, luminescent (AID 518). purified TNAP enzyme, luminescent substrate readout; higher % means a stronger effect. inhibition, % at 20 µM; hits with a dose series show IC50 in µM. 0.09% of 64,000 active; in the data active means a potency from the dose series; inactive means the rest, 99 in 100 with inhibition below about 22%;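 further: plate controls were vehicle for no effect and reference inhibitor for full effect; many of its hits are not listed in these tables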
# KRASV12 cytotoxicity = cytotoxicity in KRAS-transformed pancreatic duct cells, primary screen, cell-based, fluorescence, HTS (AID 431) | HPDE-C7K KRASV12 cells, Alamar Blue viability, 48 h; higher % means a stronger effect | one-dose cytotoxicity, % at 10 µM; EC50 in µM for titrated hits | 1.7% of 63,000 active;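 active means compounds whose percent cytotoxicity in the single-dose primary screen, scaled between solvent and toxic-drug controls, exceeds 50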;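 further: 0% = DMSO solvent wells and 100% = doxorubicin-treated wells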
# Spn DPM-DC inh = S. pneumoniae DPM-DC inhibition. AID 556. purified DPM-DC, PK/LDH coupled NADH fluorescence. 0.49% of 65,000 active. calls only at 10 µM;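 active means the 320 compounds with the highest percent inhibition in the single-dose primary screen, excluding strongly autofluorescent ones, cut at about 32% in these data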;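 further: kinetic rate of NADH fluorescence loss reporting ADP formed by the decarboxylase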
# HT1080 viability = HT1080 cell viability loss – fluorescence readout (AID 620); one-dose cytotoxicity, % at 10 µM; EC50 in µM for titrated hits; 0.42% of 87,000 active; HT1080 viability, fluorescence; higher % means a stronger effect;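 further: cells exposed to compound overnight then 4 h with Alamar Blue; 0% = vehicle DMSO and 100% = killing control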
# Spn PMK inh = S. pneumoniae PMK inhibition | purified PMK, PK/LDH-coupled NADH absorbance 340 nm | inhibition, % at 10 µM | 0.49% of 65,000 active;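 active means top-ranked compounds by inhibition in the single 10 µM screen, taking a fixed number of the strongest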;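 further: 0% = full reaction with DMSO carrier and 100% = background rate without enzyme reaction; no value below 0 was filed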
# Spn PMK inh pilot replicates = recorded beside Spn PMK inh, whose call it bears; inhibition, %; measured here: pilot screen replicates
# Spn MK inh pilot replicates = recorded beside Spn MK inh, whose call it bears; inhibition, %; measured here: pilot screen replicates
# Spn DPM-DC inh pilot screen % = further read-out of Spn DPM-DC inh, marked with its call; inhibition, %; measured here: pilot screen trials
# Starred values were filed as active, the others as inactive; i = inactive; nt = not tested or not shown. Unless noted, no stated cut-off is given here; in the data, active means cytotoxicity above about 50%; inactive means the rest. Outcome played no part in choosing rows; 3.4% or so of the library scored in one or more.
# The opening 5 records, ahead of the listing:
SMILES,LYP inhibition,Spn MK inh,Bfl-1 inhibitors,HPDE-C7 cytotoxicity,TNAP inhibition,KRASV12 cytotoxicity,Spn DPM-DC inh,HT1080 viability,Spn PMK inh,others
COC(=O)c1ccc(NC(=O)CS(=O)(=O)Cc2ccccc2)cc1,15.9%,4.0,-4.4%,4.6%,5.6%,11.1%,i,-2.7%,0.0,
O=C(c1ccccc1)N(Cc1ccc2c(c1)OCO2)Cc1nc2ccccc2c(=O)[nH]1,nt,0.0,-3.5%,7.7%,9.1%,-5.7%,i,0.3%,11.0,
CCOC(=O)c1c(NC(=O)CSc2nnc(-c3ccccc3C)n2C)sc(C(C)=O)c1C,nt,2.0,-6.8%,5.9%,10.1%,5.3%,i,-23.9%,0.0,
CCc1ccc(C(=O)CSc2n[nH]c(C)n2)cc1,-2.0%,0.0,-4.5%,-27.4%,7.2%,-21.8%,i,6.7%,0.0,
Cn1c(N2CCCCC2)nc2c1c(=O)[nH]c(=O)n2C,9.9%,3.0,8.8%,-9.8%,7.9%,-13.9%,i,-2.0%,11.0,

# All compounds of this part, from the first entry:
SMILES,LYP inhibition,Spn MK inh,Bfl-1 inhibitors,HPDE-C7 cytotoxicity,TNAP inhibition,KRASV12 cytotoxicity,Spn DPM-DC inh,HT1080 viability,Spn PMK inh,others
COC(=O)c1ccc(NC(=O)CS(=O)(=O)Cc2ccccc2)cc1,15.9%,4.0,-4.4%,4.6%,5.6%,11.1%,i,-2.7%,0.0,
O=C(c1ccccc1)N(Cc1ccc2c(c1)OCO2)Cc1nc2ccccc2c(=O)[nH]1,nt,0.0,-3.5%,7.7%,9.1%,-5.7%,i,0.3%,11.0,
CCOC(=O)c1c(NC(=O)CSc2nnc(-c3ccccc3C)n2C)sc(C(C)=O)c1C,nt,2.0,-6.8%,5.9%,10.1%,5.3%,i,-23.9%,0.0,
CCc1ccc(C(=O)CSc2n[nH]c(C)n2)cc1,-2.0%,0.0,-4.5%,-27.4%,7.2%,-21.8%,i,6.7%,0.0,
Cn1c(N2CCCCC2)nc2c1c(=O)[nH]c(=O)n2C,9.9%,3.0,8.8%,-9.8%,7.9%,-13.9%,i,-2.0%,11.0,
C=CCSc1nnc(CSc2nc3sc4c(c3c(=O)[nH]2)CCCC4)n1-c1ccccc1,16.2%,3.0,12.0%,nt,2.6%,nt,i,-1.9%,13.0,
Cc1onc(-c2ccccc2Cl)c1C(=O)NCCn1ccc2ccccc21,19.7%,4.0,7.8%,-10.2%,8.1%,-6.9%,i,-1.9%,7.0,
O=C(c1cccc(S(=O)(=O)N2CCCCC2)c1)N1CCCCC1,-3.9%,0.0,3.0%,-0.4%,6.6%,-4.5%,i,7.6%,0.0,
O=C(CN1CCN(S(=O)(=O)c2ccc(Cl)cc2)CC1)Nc1ccc(F)cc1F,nt,10.0,-8.1%,0.5%,6.4%,-1.4%,i,-8.0%,13.0,
O=C1c2ccccc2C(=O)N1n1c(=O)[nH]c2ccccc2c1=O,3.7%,1.0,-0.5%,1.8%,6.3%,1.0%,i,0.0%,5.0,
Cn1c(SCc2ccccc2F)nc2cccnc21,-7.2%,7.0,3.4%,4.0%,14.7%,3.0%,i,7.5%,13.0,
COCc1[nH]nc2c1C(c1ccnc3ccccc13)C(C#N)=C(N)O2 (stereo not given),-1.9%,5.0,3.0%,13.4%,5.3%,41.0%,i,0.5%,6.0,
Cc1cc(CN2C(=O)c3ccccc3C2=O)on1,4.5%,16.0,-2.0%,-4.1%,-0.3%,-14.3%,i,7.8%,11.0,
CCn1nc(C(=O)OCC(=O)N2c3ccccc3CC2C)c2ccccc2c1=O (stereo not given),5.4%,6.0,-5.2%,-2.4%,10.4%,-4.3%,i,17.7%,2.0,
Cc1onc(-c2c(F)cccc2Cl)c1C(=O)NCc1ccccn1,nt,0.0,1.7%,0.2%,6.9%,-14.3%,i,-4.6%,0.0,
CCOc1nnnc2c1sc1nc(N3CCOCC3)c3c(c12)CC(C)(C)OC3,-8.3%,0.0,6.8%,4.8%,10.6%,-5.9%,i,-8.0%,4.0,
Nc1cc(OC(=O)c2ccco2)nn1S(=O)(=O)c1ccc(F)cc1,nt,7.0,-9.4%,-2.5%,14.0%,-9.2%,i,-1.7%,5.0,
CCS(=O)(=O)Nc1ccc(-c2nnc(SCC(=O)OC)o2)cc1,nt,6.0,-7.0%,nt,5.6%,nt,i,18.9%,0.0,
COc1cccc(C2CC(=O)NC3=C2C(=O)CCC3)c1 (stereo not given),nt,0.0,-5.2%,-2.9%,5.1%,3.4%,i,3.3%,14.0,
COc1ccc(-c2noc(COc3ccccc3OC)n2)cc1OC,-6.9%,10.0,-2.9%,-27.1%,3.4%,-10.5%,i,-7.5%,1.0,
C=CCN1C(=O)C2C(C(=O)NC)C3(C)C=CC2(O3)C1C(=O)NCc1ccc(OC)cc1 (stereo not given),-5.1%,3.0,-1.5%,-22.7%,3.6%,1.5%,i,-0.4%,1.0,
Cc1nc2nc(COc3ccccc3)nn2c(C)c1Cl,1.3%,12.0,7.0%,-12.4%,5.1%,-8.7%,i,3.1%,7.0,
Cc1ccc(-c2nn3c(C)nnc3s2)cc1NC(=O)c1ccc(Br)o1,-23.9%,0.0,-0.2%,-10.8%,8.0%,-0.3%,i,-1.6%,0.0,
COc1ccc(NC2=NCCC(=O)N2Cc2cccs2)cc1,1.2%,6.0,7.2%,1.8%,5.1%,6.8%,i,8.6%,14.0,
CC(=O)Nc1ccc(S(=O)(=O)N(C)c2ccc(O)cc2)cc1,6.2%,7.0,-8.0%,-16.0%,3.7%,-12.1%,i,0.5%,17.0,
COC(=O)CSc1nc2cc(Cl)ccc2c(=O)n1C1CCCC1,9.0%,3.0,-2.2%,8.3%,2.4%,3.4%,i,6.3%,9.0,
COc1ccc(CNC(=O)CSc2nnc(-c3ccc(NC(C)=O)cc3)n2C)cc1,7.4%,4.0,-2.6%,-3.1%,4.9%,-11.4%,i,2.1%,0.0,
COc1ccc2[nH]c(=O)c(CN(Cc3ccc(C)cc3)Cc3nnnn3CC3CCCO3)cc2c1 (stereo not given),nt,12.0,-4.0%,1.0%,10.0%,4.8%,i,-3.5%,13.0,
COc1ccc(-c2csc(NC(=O)C3CCCO3)n2)cc1 (stereo not given),1.6%,8.0,-5.2%,-0.9%,6.0%,-7.0%,i,6.5%,4.0,
O=C(c1ccco1)[C@@H]1[C@@H]2C(=O)N(c3ccc(F)cc3)C(=O)[C@@H]2C2c3ccccc3C=CN21 (stereo not given in full),nt,2.0,-2.9%,2.6%,8.1%,6.6%,i,6.8%,12.0,
CCOC(=O)C1CCN(C(=O)CN(C)S(=O)(=O)c2cc(C)ccc2OC)CC1,-35.9%,6.0,-3.8%,-4.5%,7.4%,5.6%,i,3.1%,5.0,
N#Cc1ccc2ccn(CC(=O)N3CCCc4ccccc43)c2c1,-11.8%,5.0,-4.6%,6.5%,11.4%,5.2%,i,3.3%,8.0,
Cc1[nH]c2ccc(Br)cc2c(=O)c1CN1CCOCC1,nt,10.0,-1.5%,3.7%,6.2%,10.0%,i,2.2%,0.0,
CCn1nnnc1SCC(=O)N1CCOCC1,6.5%,0.0,3.0%,2.3%,11.6%,-7.6%,i,-2.2%,19.0,Spn PMK inh pilot replicates=0.0;Spn MK inh pilot replicates=0.0;Spn DPM-DC inh pilot screen %=0.5
O=C1NC(=S)S/C1=C1\Sc2ccccc2N1CCCS(=O)(=O)O,7.3%,15.0,7.9%,1.8%,24.6%,11.8%,i,-9.1%,10.0,
O=C(CCc1ccccc1)Nc1nc2ccc(S(=O)(=O)N3CCOCC3)cc2s1,4.2%,4.0,-2.7%,-3.8%,11.1%,-14.6%,i,8.7%,7.0,
O=C(O)COc1ccc(-c2nnn(Cc3ccccc3F)n2)cc1,-5.2%,4.0,3.3%,0.2%,13.1%,1.3%,i,-0.9%,4.0,
N=c1c2c(-c3ccccc3)c(-c3ccccc3)n(Cc3ccco3)c2ncn1CCN1CCOCC1,nt,6.0,-1.3%,29.6%,11.2%,32.6%,i,23.9%,16.0,
Nn1c(SCC(=O)NC(=O)NC2CCCC2)nnc1-c1ccccc1F,nt,3.0,-2.9%,3.6%,11.1%,7.7%,i,-5.1%,0.0,
COc1ccc(C)cc1NC(=O)CN1CCN(S(=O)(=O)c2ccc(C(C)C)cc2)CC1,5.2%,4.0,0.4%,-10.9%,9.2%,-2.1%,i,-2.6%,8.0,
Cc1cc(C)n(-c2nc3ccccc3c(=O)n2OC2CCCCC2)n1,nt,5.0,-4.3%,6.5%,1.7%,-0.5%,i,-4.1%,5.0,
CC1(C)CC2CC(C)(CN2C(=O)COC(=O)c2ccc(Cl)cc2N)C1 (stereo not given),10.6%,9.0,1.0%,-4.9%,8.0%,-12.5%,nt,-7.2%,9.0,
Cc1ccc(C2NC(=O)c3c(sc4c3CCN(C)C4)N2)s1 (stereo not given),-3.5%,13.0,22.9%,nt,22.2%,nt,i,-6.3%,14.0,
CCOC(=O)c1cc(NC(=O)c2cc(C)on2)cc(C(=O)OCC)c1,9.2%,10.0,6.1%,2.4%,5.1%,-6.1%,i,1.4%,8.0,
CC(C)C(=O)N1CCN(c2nc(-c3ccccc3)c3c(c2C#N)CC(C)(C)OC3)CC1,10.0%,2.0,4.9%,-9.8%,8.8%,-14.9%,nt,-25.7%,2.0,
CCN(CC)C(=O)CN1C(=O)C2CC=C(Cl)CC2C1=O (stereo not given),nt,0.0,4.0%,-1.0%,11.4%,0.0%,i,-17.1%,17.0,
O=C(c1ccc2snnc2c1)N1CCN(c2ccccn2)CC1,9.2%,6.0,-1.6%,-3.8%,4.4%,-4.7%,i,-7.9%,0.0,
CCOC(=O)c1c(Nc2ccccc2N)cc(C)nc1C,6.2%,4.0,-8.5%,-3.2%,13.1%,1.3%,i,-7.0%,1.0,
Cc1ccc(-c2nc(CS(=O)CC(=O)N3CCN(c4ncccn4)CC3)c(C)o2)cc1 (stereo not given),3.9%,7.0,2.9%,-4.8%,-21.1%,-2.4%,i,-0.8%,13.0,
Cn1c(=O)c2c(nc(Oc3ccc4c(c3)OCO4)n2Cc2ccc(Cl)cc2)n(C)c1=O,-4.9%,5.0,2.2%,19.1%,-4.8%,12.9%,i,-0.2%,16.0,

# Later entries.
SMILES,LYP inhibition,Spn MK inh,Bfl-1 inhibitors,HPDE-C7 cytotoxicity,TNAP inhibition,KRASV12 cytotoxicity,Spn DPM-DC inh,HT1080 viability,Spn PMK inh,others
Nc1nc(Nc2ccccc2)nc2ccccc12,nt,9.0,-1.8%,4.1%,5.1%,4.3%,i,-4.4%,12.0,
CCN(C(=O)Cn1c(=O)oc2ccccc21)c1cccc(C(F)(F)F)c1,8.7%,9.0,-2.6%,-11.7%,2.0%,-7.1%,i,3.5%,13.0,
CCOc1ccc2nc3sc(C(=O)N4CCN(C)CC4)c(N)c3cc2c1,12.4%,0.0,-4.0%,nt,3.0%,nt,i,-19.5%,0.0,
C(=N\c1nccs1)/Nc1nccs1,9.0%,0.0,0.2%,4.6%,7.2%,-3.7%,i,-1.5%,18.0,
S=c1[nH]nc(-c2ccc(Br)cc2)n1Cc1ccco1,nt,8.0,-1.5%,-2.9%,22.2%,-8.0%,i,-8.0%,13.0,

# Screening results from PubChem.
